pAkt inh: blocks phosphorylation of Akt; Neuro2A IGF-stimulated pAkt S473 HTRF, 20 min; active compounds read low; AID 651550; activity change, % for hits at 50 µM; 360,000 compounds, 0.32% hits; in the data active = activity change below about -80%; inconclusive = mostly about -51% to -80%; note: % is set by controls: 0 for no effect and ±100 for the full control effect
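Neuro2A cells (4,500/well, DMEM with 0.5% FBS) were treated with compound at a single 50 µM final concentration, stimulated with 6 nM IGF for 20 min at 37 °C, and lysed. Phospho-Akt Ser473 was read by HTRF as 665/615 ratio ×10^4.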
TGFb SMAD3 inh: TGF-b pathway inhibition; HepG2 CAGA-GFP TGF-b/SMAD3 reporter, GFP fluorescence, 18 h; TGF-beta stimulated, 500 pg/mL final; Potency, µM (top dose mostly 46.1 µM), for inactives: at the highest dose activity, negative = inhibition, most hits filed as inhibitors; 410,000 compounds, 1.2% hits; AID 588855; note: potency is the fitted concentration of half-maximal effect; % is set by controls: 0 for no effect and ±100 for the full control effect; nearly all actives have a fitted effect of over 65% in size
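Smad-responsive CAGA-GFP expression was quantified in HEPG2 cells exposed to compounds and 500 pg/mL final TGF-beta for 18 h at 37 degrees C; unstimulated wells defined full inhibition.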
Nrf2 activator: activators of Nrf2 (ARE) signaling; Potency, µM (series often up to 46.1 µM), inactives show top-dose activation, actives largely listed as activators; AREc32 ARE-luciferase reporter (MCF7-derived line), luminescence, 24 h; AID 624171; 410,000 compounds, 0.31% hits; note: potency is the fitted concentration of half-maximal effect; % of control where 0% means no effect; nearly all actives have a fitted effect of over 65% in size
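AREc32 cells carrying an ARE-driven firefly luciferase reporter were seeded at 1000 cells/well in OPTI-MEM with 5% FBS, then exposed to compound for 24 hr at 37 deg C. Luminescence was read with Steady-Glo after 30 min at RT.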
ATXN viability: viability counter-screen for ATXN expression inhibitors; S2 cells (HEK-293 line with an ATXN2-luciferase reporter) viability, CellTiter-Fluor protease fluorescence, 24 h; Potency, µM (top dose mostly 56.7 µM), most hits filed as cytotoxic; 400,000 compounds, 0.49% hits; AID 651635; note: potency is the fitted concentration of half-maximal effect; nearly all actives have a fitted effect of over 40% in size
Nrf2 inh: inhibitors of Nrf2 signaling | A549 ARE-Fluc reporter, luciferase luminescence, 18-24 h | Potency, µM (top dose mostly 46 µM), for inactives: at the highest dose activity change, negative = inhibition, actives largely listed as inhibitors | 360,000 compounds, 2.1% hits; note: potency is the fitted concentration of half-maximal effect; % is set by controls: 0 for no effect and ±100 for the full control effect; nearly all actives have a fitted effect of over 60% in size
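In this cell-based qHTS, ARE-driven firefly luciferase in A549 cells reports Nrf2 activity; the luminescent signal after BugLite lysis is the measured value, with a prior CellTiter-Fluor read for cell health.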
CCT modulator: changes cytosolic chaperonin activity. purified chaperonin ATPase assay, HTRF ADP detection, 30 min. activity change, % (concentration not given with the values), hits read low. 360,000 compounds, 0.3% hits. AID 651819; in the data active = activity change below about -30%; note: % is set by controls: 0 for no effect and ±100 for the full control effect
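First, chaperonin was dispensed at 40 nM or 20 nM final depending on batch activity. Next, compounds were pinned at 76 uM and ATP added at 10 uM. After 30 min at 37 °C, ADP detection reagents ran 30 min at ambient temperature.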
Mm-Cpn inhibitor: inhibitors of Methanococcus maripaludis chaperonin (MmCpn) | Potency, µM (top dose mostly 76.9 µM), inactives show at the highest dose activity, negative = inhibition, hits mostly inhibitors | purified Mm-Cpn ATPase, ADP Transcreener TR-FRET | 330,000 compounds, 0.031% hits | AID 504842; note: potency is the fitted concentration of half-maximal effect; % is set by controls: 0 for no effect and ±100 for the full control effect; nearly all actives have a fitted effect of over 80% in size
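ATPase read-out: TR-FRET ADP immunoassay (anti-ADP Eu cryptate vs ADP-d2), ex 320 nm, em 590/665 nm; signal drops as ADP forms. Enzyme 25 nM, ATP 10 uM, 30 min at 37°C after 10 min compound preincubation.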
A549 tox: kills or reduces viability of A549 cells in Nrf2 counter-screen | A549 ARE-Fluc cells, CellTiter-Fluor viability, 18-24 h | Potency, µM (highest dose often 46 µM), for the others: at the top dose activity change, negative = cytotoxicity, most hits filed as inhibitors | 390,000 compounds, 0.16% hits; note: potency is the fitted concentration of half-maximal effect; % is set by controls: 0 for no effect and ±100 for the full control effect
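A549 ARE_Fluc cells in 5% FBS OPTI-MEM were exposed to compounds in concentration-response for 18-24 h at 37 deg C. Viability was read by CellTiter-Fluor fluorescence (Ex 405/Em 525) after 30 min, before the luciferase read.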
HepG2 viability: counter-screen for TGF-b inhibitors: cytotoxicity in HepG2 cells. HepG2 CAGA-GFP viability, ATP luminescence, 18 h. Potency, µM (doses to about 46.1 µM), without a hit: at the top dose activity change, negative = cytotoxicity, usual class: cytotoxic. 410,000 compounds, 0.76% hits; note: potency is the fitted concentration of half-maximal effect; some results filed as inactive show a strong effect at the top dose
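HepG2 CAGA-GFP cells (1000/well, DMEM with 1% FBS) received compound, then TGF-beta at 500 pg/mL final, and were incubated 18 hours at 37 degrees C. Viability was read by CellTiter-Glo luminescence. Media-only wells were set as complete cell-killing and DMSO as no toxicity.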
The depositor's hits bear a star; i = inactive; ? = inconclusive; . = no result given; [ ] = dose if it differs, or a comment. Unless noted, calls come from the whole dose curve; as a rule, active = well fitted curve in the direction sought with a large enough effect; inconclusive = small, poorly fitted or top-dose-only effect, or another doubt; inactive = no such curve, though single readings can be large; an effect the other way counts as inactive or inconclusive.

mol	pAkt inh	TGFb SMAD3 inh	Nrf2 activator	ATXN viability	Nrf2 inh	CCT modulator	Mm-Cpn inhibitor	A549 tox	HepG2 viability
Cc1ccc(S(=O)(=O)CCC(=O)c2cccc([N+](=O)[O-])c2)cc1	i	11µM*	-2.0%	?	3%	-11	-7%	-3%	-67%
COc1ccc(-c2c(C)nn3c(N)c(C#N)cnc23)cc1OC	i	-15%	0.4%	i	?	0.6	-4%	-4%	-1%
c1ccc(COc2ccccc2CNc2nn[nH]n2)cc1	i	?	0.4%	i	-23%	0.3	2%	8%	-8%
Cc1ccc(-c2noc(CCC(=O)Nc3ccccc3C)n2)cc1	i	2%	1.4%	i	-17%	-2.0	0%	?	-30%
COc1ccc(CCNC(=O)COc2ccc(S(=O)(=O)NC3CCCCC3)cc2Cl)cc1	i	14µM*	0.2%	.	21µM*	-0.8	2%	?	-38%
CCOC1=CC(=O)N(Cc2ccccc2)C1	i	-1%	-0.1%	?	17%	0.7	.	2%	-22%
Cn1c(C(=O)NCc2ccccc2)cc2oc3ccccc3c21	i	-1%	-0.5%	i	?	-2.9	0%	-16%	-8%
Cc1ccccc1-c1nc(CN2CCC(C(=O)NCCCN3CC(C)CC(C)C3)CC2)c(C)o1 (centres undefined)	.	-18%	0.0%	.	30%	2.1	1%	?	-31%
COc1ccc([C@H]2C[C@@H](n3cc(COC(=O)c4ccccc4)nn3)[C@H](O)CN2C(=O)C2CCCCC2)cc1	i	?	2.8%	i	.	-2.0	.	.	-10%
COC(=O)C1=C(C)N=C2SCCC(=O)N2C1c1cc(Br)ccc1OC (centres undefined)	i	1%	0.1%	i	-18%	-1.8	0%	-13%	-3%
COc1ccc([C@H]2CC(=O)C=C(c3ccc(OC)cc3OC)C2)cc1	i	?	3.0%	i	?	-0.2	-1%	-1%	-95%
O=C(COC(=O)c1cc[n+]([O-])cc1)Nc1ccc([N+](=O)[O-])cc1Cl	i	0%	-0.5%	i	-1%	-1.6	5%	1%	1%
Cc1cnc(C(=O)N2CCCC(C(=O)c3ccc(C(C)(C)C)cc3)C2)cn1 (centres undefined)	i	-15%	2.9%	i	-11%	-1.3	-1%	1%	-25%
CCOC(=O)c1sc(=S)n(Cc2ccccc2)c1C	i	3%	0.1%	?	-17%	0.8	1%	-2%	-40%
Cn1c(Nc2ccc(Cl)cc2F)nc2cc(-c3ccccc3)sc2c1=O	i	?	?	i	.	-1.5	.	.	-9%

Additional entries:
mol	pAkt inh	TGFb SMAD3 inh	Nrf2 activator	ATXN viability	Nrf2 inh	CCT modulator	Mm-Cpn inhibitor	A549 tox	HepG2 viability
CCOc1cc(C(=O)OCC(=O)Nc2ccc(Cl)cn2)ccc1OCC(=O)N1CCOCC1	i	4%	-1.1%	i	-7%	1.0	0%	-1%	-4%
Cc1c(C(=O)Nc2nccs2)oc2c(Cl)cccc12	i	-28%	9.1%	i	?	-0.3	-8%	-2%	-19%
CCN(CC)S(=O)(=O)c1ccc(N2CCN(S(=O)(=O)c3ccccc3C#N)CC2)nc1	i	-19%	0.4%	i	.	2.3	3%	9%	3%
Cc1ccc2c(c1)C1CN(C)CCC1N2S(=O)(=O)c1ccccc1F (centres undefined)	i	-11%	-0.7%	i	8%	0.4	1%	3%	-3%
O=C(N/C(=C/c1ccc(F)cc1)C(=O)N1CCOCC1)c1ccco1	i	2%	-0.3%	i	.	0.2	.	.	9%
CCOC(=O)C1(C)NC(c2ccco2)C2C(=O)N(C)C(=O)C21 (centres undefined)	i	-11%	0.2%	i	6%	-1.7	2%	7%	-7%
Cc1ccc(NC(=O)OCCNC(=O)c2ccncc2)cc1	i	-4%	2.4%	i	-3%	1.7	-3%	-1%	-1%
O=C(Cn1c(=O)n(-c2ccc(F)cc2)c(=O)c2sccc21)c1ccccc1	i	-10%	-0.3%	i	1%	-0.2	-1%	-7%	6%
COCCCNC(=O)c1ccc(CSCc2ccc(C)cc2)o1	i	-14%	3.2%	i	-11%	0.0	0%	1%	-29%
CCC(=O)N1CCc2cc(S(=O)(=O)NC(Cc3ccccc3)C(=O)NC3CCCCC3C)ccc21 (centres undefined)	i	3%	0.4%	i	-1%	-4.4	-1%	-3%	-14%
CCOc1ccc(N/C=C/C(=O)c2ccc(OC)cc2)cc1	i	11%	2.6%[9.22 µM]	i	-2%	-1.2	-1%	-11%	3%
Cc1c(CN2CCC(C(=O)Nc3ccc(Oc4ccccc4)nc3)CC2)cnn1C	i	-1%	0.6%	i	-1%	-1.1	-1%	6%	1%
Cc1ccc2[nH]c3ccccc3c(=O)c2c1	i	8%	6.0%	.	-15%	-2.1	0%	17%	-36%
Cc1sc2ncn(CC(=O)N3CCCCC3)c(=O)c2c1S(=O)(=O)N1CCC(C)CC1	i	5%	0.5%	i	2%	-0.4	0%	-6%	-6%
Cc1cc(C)n(S(=O)(=O)Cc2ccccc2)n1	i	-3%	-0.5%	i	.	0.3	-1%	8%	-4%

Next compounds:
mol	pAkt inh	TGFb SMAD3 inh	Nrf2 activator	ATXN viability	Nrf2 inh	CCT modulator	Mm-Cpn inhibitor	A549 tox	HepG2 viability
CCN(CC)C(=O)C1(P(=O)(c2ccccc2)c2ccccc2)CCC1	i	-13%	-0.3%	i	?	0.7	3%	-5%	2%
Cc1ccc(-n2c(Cn3ncc4ccccc4c3=O)n[nH]c2=S)cc1	i	-18%	0.2%	i	-20%	-1.1	-3%	-6%	-11%
CC1(C)NC(=O)N(CC(O)CN2C(=O)CCC2=O)C1=O (centres undefined)	i	-20%	-0.2%	i	7%	-1.0	0%	-4%	0%
O=C(NC(=S)NC(=O)c1ccccc1F)c1ccccc1F	i	-2%	?	i	0%	-0.5	-2%	5%	10%
Cc1ccc2ccc3cc(C(=O)Nc4ccc(C)c(F)c4)nc3c2[nH]1	.	?	-0.5%	i	-19%	.	.	-25%	-60%
COc1ccc(C)cc1S(=O)(=O)NCc1cccs1	i	?	0.4%	i	2%	-0.5	0%	1%	0%
CCOC(=O)N1CCN(C(=O)c2ccc(CSc3ccc(Cl)cc3)cc2)CC1	i	?	5.2%	?	18µM*	-1.5	3%	-24%	-5%
Cn1c(=O)[nH]c2cc3ccccc3cc21	i	-2%	3.5%	i	-11%	0.7	1%	-5%	-6%
O=C1N(C2CCCC2)C[C@@H]2C[C@@H](c3cccn3-c3ccccn3)N3CCC[C@@]123	i	-5%	-0.5%	i	2%	-5.8	-3%	2%	5%
CN(C)CCOCCSc1ccc(Cl)cc1	.	3%	-0.8%	i	.	-2.0	2%	4%	14%
O=C(CCSC1=NCCCN1)c1ccc(F)cc1	i	-30%	2.3%	i	-6%	-1.1	.	-1%	-9%
NC(=O)C(c1ccccc1)c1ncc(C(F)(F)F)cc1Cl (centres undefined)	i	-5%	0.0%	i	-16%	1.6	1%	1%	12%
CC(C)CCOc1ccc(C(=O)Nc2sc3c(c2C#N)CCCCC3)cc1	.	25%	-0.9%	i	-13%	.	.	8%	-25%
COCCn1c(CNC(=O)c2cccc(N(C)C)c2)nc2cccnc21	.	12%	3.7%	.	.	.	.	-1%	-2%
COC(=O)c1ccccc1Nc1ccccc1	i	0%	0.3%	?	17%	-32*	-1%	-2%	-2%

More compounds
mol	pAkt inh	TGFb SMAD3 inh	Nrf2 activator	ATXN viability	Nrf2 inh	CCT modulator	Mm-Cpn inhibitor	A549 tox	HepG2 viability
Cc1noc(C)c1Cn1c(C)c(C(=O)NCc2ccc3c(c2)OCCO3)sc1=O	i	7%	-0.5%	i	.	0.0	.	.	0%
O=C(c1cccc(-n2cnnn2)c1)N1CC=C(c2ccccc2)CC1	?	-16%	1.8%	i	21%	-2.6	2%	3%	-25%
CCOC(=O)c1c(S(=O)(=O)N2CCCC(C(=O)Nc3cccc(Cl)c3)C2)c(C)n(C)c1C (centres undefined)	.	?	5.6%	i	.	.	.	-9%	-26%
Cc1nc2c(OCc3ccc(Cl)cc3)cccn2c1N(C)Cc1cccs1	i	?	0.0%[9.22 µM]	?	.	-3.3	.	.	-62%
O=C(NC1CCN(Cc2ccc(Cl)cc2Cl)CC1)c1ccccc1	i	0%	-0.4%	i	?	-1.5	1%	-1%	-13%
Cc1cn([C@@H](CCCCN)C(=O)NCCCCCCCCCCC(=O)N2CCNCC2)nn1	i	43%[activator]	5.4%	i	16%	0.8	-3%	-1%	5%
Cc1cccc(C)c1OCC(=O)NNC(=O)CCCn1c(=O)oc2ccccc21	i	-17%	-0.2%	i	-3%	-0.5	-1%	6%	-2%
Cc1nc2ccccc2cc1C(=O)NCc1ccc(F)cc1	i	11%	3.0%	i	?	-2.4	0%	-1%	0%
Cc1ccc(CNC(=O)Cn2nnc(C(=O)Nc3ccc(Br)cc3)c2N)cc1	i	6%	-0.4%	i	4%	0.9	-1%	0%	-2%
Cc1ccc(CSCC(=O)N2CCN(c3ccccc3)CC2)cc1	i	0%	3.0%	i	-15%	-4.3	0%	4%	-18%
Nc1nc(=S)c2[nH]c(=S)[nH]c2[nH]1	i	-4%	0.4%	i	2%	-0.6	.	1%	-15%
CC(C)c1ccc(S(=O)(=O)N2CCN(C(=O)C3CCCC3)CC2)cc1	i	8%	0.0%	.	-13%	0.7	1%	2%	-38%
CCOc1ccccc1NC(=O)c1cc(S(=O)(=O)N2CCN(CC)CC2)ccc1Cl	i	27%	0.2%	i	7%	-2.3	0%	0%	-1%
COCCCn1c(SCC(=O)NC2CCCC2)nnc1-c1ccco1	i	-20%	0.0%	i	0%	0.2	-2%	-3%	3%
O=[N+]([O-])c1cccc(NC(=S)N2CCN(S(=O)(=O)c3ccccc3)CC2)c1	i	?	2.1%	?	-14%	-2.8	3%	-2%	-26%

Assay outcomes: PubChem, National Center for Advancing Translational Sciences (NCATS)
